# TGFb inhibitor: blocks TGF-b signaling; HepG2 CAGA-GFP TGF-b/SMAD3 reporter, GFP fluorescence, 18 h; TGF-beta stimulated, 500 pg/mL final; Potency, µM (doses to about 46.1 µM), without a hit: top-dose activity, negative = inhibition, hits mostly inhibitors; actives 1.2% (n = 410,000); note: potency is the fitted concentration of half-maximal effect; % is set by controls: 0 for no effect and ±100 for the full control effect; nearly all actives have a fitted effect of over 65% in size
#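 GFP signal (ex488/em500-530) from TGF-beta-stimulated HEPG2 CAGA-GFP cells, 500 pg/mL final, 18 h at 37 degrees C in DMEM plus 1% FBS, normalized to unstimulated and DMSO-stimulated controls.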
# Nrf2 inh: blocks Nrf2 signaling; A549 ARE-Fluc reporter, luciferase luminescence, 18-24 h; Potency, µM (series often up to 46 µM), inactives show at the top dose activity change, negative = inhibition, hits mostly inhibitors; actives 2.1% (n = 360,000); AID 504444; note: potency is the fitted concentration of half-maximal effect; % is set by controls: 0 for no effect and ±100 for the full control effect; nearly all actives have a fitted effect of over 60% in size
#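 Quantitative HTS in A549 cells stably bearing an antioxidant response element-firefly luciferase construct. Inhibition of Nrf2-driven transcription was scored by luminescence after 18-24 h of compound exposure at 37 °C.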
# CCT modulator: cytosolic chaperonin activity modulation | actives 0.3% (n = 360,000) | AID 651819 | purified chaperonin ATPase assay, HTRF ADP detection, 30 min | activity change, % (concentration not given with the values), hits read low; in the data active = activity change below about -30%; note: % is set by controls: 0 for no effect and ±100 for the full control effect
#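 TRiC at 40 or 20 nM final (batch-dependent) in 30 mM Tris pH 7.4, 100 mM KCl, 5 mM MgCl2, 1 mM DTT, with compound at single 76 uM and 10 uM ATP, 30 min at 37 deg C. ADP detected by HTRF Transcreener, 665/615 ratio.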
# MmCpn inh: M. maripaludis TRiC chaperonin inhibition; purified Mm-Cpn ATPase, ADP Transcreener TR-FRET; Potency, µM (series often up to 76.9 µM), for the others: at the top dose activity, negative = inhibition, hits mostly inhibitors; actives 0.031% (n = 330,000); note: potency is the fitted concentration of half-maximal effect; % is set by controls: 0 for no effect and ±100 for the full control effect; nearly all actives have a fitted effect of over 80% in size
#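 TR-FRET (320 nm excitation; 590 and 665 nm emission) reports ADP made from 10 uM ATP by 25 nM enzyme; compounds were preincubated 10 min, reaction run 30 min, both at 37°C.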
# EPAC2 ag: agonists of human EPAC2 (RAPGEF4). actives 0.079% (n = 360,000). EPAC2 activation, biochemical qHTS; response scale: 100% = 6.5 mM cAMP response. Potency, µM (doses to about 154 µM), inactives show top-dose activation, actives largely listed as activators. Q8WZA2; note: potency is the fitted concentration of half-maximal effect; nearly all actives have a fitted effect of over 50% in size
# Target sequence (Q8WZA2 whole entry, looked up): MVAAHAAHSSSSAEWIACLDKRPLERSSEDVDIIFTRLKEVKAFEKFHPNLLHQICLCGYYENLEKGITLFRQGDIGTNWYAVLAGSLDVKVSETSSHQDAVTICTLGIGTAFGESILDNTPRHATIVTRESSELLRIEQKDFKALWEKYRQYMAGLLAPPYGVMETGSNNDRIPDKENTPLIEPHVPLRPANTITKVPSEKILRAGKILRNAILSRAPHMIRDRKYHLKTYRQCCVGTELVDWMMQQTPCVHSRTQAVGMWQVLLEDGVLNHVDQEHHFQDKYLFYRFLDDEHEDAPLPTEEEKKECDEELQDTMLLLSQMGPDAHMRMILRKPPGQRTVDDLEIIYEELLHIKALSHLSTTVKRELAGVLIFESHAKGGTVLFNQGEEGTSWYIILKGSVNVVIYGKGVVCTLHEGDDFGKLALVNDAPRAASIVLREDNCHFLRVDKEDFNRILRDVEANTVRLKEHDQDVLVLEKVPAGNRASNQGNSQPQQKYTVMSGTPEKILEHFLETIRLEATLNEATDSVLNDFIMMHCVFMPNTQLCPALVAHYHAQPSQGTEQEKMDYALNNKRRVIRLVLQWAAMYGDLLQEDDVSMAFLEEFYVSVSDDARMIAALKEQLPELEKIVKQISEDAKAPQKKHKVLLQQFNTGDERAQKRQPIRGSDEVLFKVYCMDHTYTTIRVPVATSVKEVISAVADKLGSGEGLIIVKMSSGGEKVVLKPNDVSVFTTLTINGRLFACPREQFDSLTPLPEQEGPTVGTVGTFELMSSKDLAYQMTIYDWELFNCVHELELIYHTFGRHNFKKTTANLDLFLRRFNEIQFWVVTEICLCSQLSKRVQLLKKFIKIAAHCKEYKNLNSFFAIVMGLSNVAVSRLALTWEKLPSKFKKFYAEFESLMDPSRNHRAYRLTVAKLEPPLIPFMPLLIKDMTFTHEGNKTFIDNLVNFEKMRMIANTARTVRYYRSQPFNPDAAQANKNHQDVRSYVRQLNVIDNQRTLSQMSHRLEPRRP
#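 Exchange assay: 100 nM EPAC2 with 250 nM Rap1B-BODIPY-GDP and 50 uM GDP. Fluorescence (ex 480/em 540 nm) read every 5 min for 30 min at room temperature. Data normalized to 6.5 mM cAMP as agonist control.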
# Nrf2 ARE act: Nrf2 pathway activation; Potency, µM (series often up to 46.1 µM), inactives show top-dose activation, actives largely listed as activators; actives 0.31% (n = 410,000); AID 624171; AREc32 ARE-luciferase reporter (MCF7-derived line), luminescence, 24 h; note: potency is the fitted concentration of half-maximal effect; % of control where 0% means no effect; nearly all actives have a fitted effect of over 65% in size
#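 For detection, Steady-Glo was added and plates sat 30 min at RT; before that, AREc32_Fluc cells grown overnight in OPTI-MEM/5% FBS had been treated with 23 nL compound for 24 hr at 37 deg C.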
# pAkt inh: inhibitors of Akt phosphorylation | Neuro2A IGF-stimulated pAkt S473 HTRF, 20 min; hits give low values | activity change, % for hits at 50 µM | actives 0.32% (n = 360,000) | AID 651550; in the data active = activity change below about -80%; inconclusive = mostly about -51% to -80%; note: % is set by controls: 0 for no effect and ±100 for the full control effect
#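 Neuro2A cells (4,500/well, DMEM with 0.5% FBS) were treated with compound at a single 50 µM final concentration, stimulated with 6 nM IGF for 20 min at 37 °C, and lysed. Phospho-Akt Ser473 was read by HTRF as 665/615 ratio ×10^4.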
# EPAC2 antagonist: EPAC2 (human) antagonism. actives 0.18% (n = 360,000). Q8WZA2. AID 720708. Potency, µM (doses to about 114 µM), for inactives: at the highest dose activity, negative = inhibition, most hits filed as inhibitors. EPAC2 GEF exchange of Rap1B-BODIPY-GDP, fluorescence; note: potency is the fitted concentration of half-maximal effect; % is set by controls: 0 for no effect and ±100 for the full control effect; nearly all actives have a fitted effect of over 45% in size; many of its hits are not listed in these tables
# A549 viability: kills or reduces viability of A549 cells in Nrf2 counter-screen; A549 ARE-Fluc cells, CellTiter-Fluor viability, 18-24 h; Potency, µM (doses to about 46 µM), for inactives: top-dose activity change, negative = cytotoxicity, hits mostly inhibitors; actives 0.16% (n = 390,000); AID 504648; note: potency is the fitted concentration of half-maximal effect; % is set by controls: 0 for no effect and ±100 for the full control effect
#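 Cytotoxicity counterscreen: CellTiter-Fluor fluorescence was measured in A549 ARE_Fluc cells after 18-24 h of compound exposure in a concentration series. The subsequent BugLite luminescent read reports ARE-luciferase activity.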
# Starred values were filed as active, the others as inactive; i = inactive; ? = inconclusive; / = not tested or not shown; & = joins results of further samples; [ ] = another dose, or the depositor's remark. Unless noted, calls come from the whole dose curve; as a rule, active = well fitted curve in the direction sought with a large enough effect; inconclusive = small, poorly fitted or top-dose-only effect, or another doubt; inactive = no such curve, though single readings can be large; an effect the other way counts as inactive or inconclusive. Only part of the results is shown (hit frequency here may not be typical).
SMILES,TGFb inhibitor,Nrf2 inh,CCT modulator,MmCpn inh,EPAC2 ag,Nrf2 ARE act,pAkt inh,EPAC2 antagonist,A549 viability
O=C(NCC(c1cccs1)N1CCOCC1)c1cccc([N+](=O)[O-])c1 (stereo not given),0%,1%,-0.5,4%,1%,-0.2%,i,-2%,-2%
COc1ccccc1N1CCN(C(=O)c2cc3c(s2)-c2ccccc2OC3)CC1,?,-12%&-30%,-0.7,-4%,6%,-0.4%&0.1%,i,-14%,-2%&0%
CC(C)N(Cc1nnc(-c2ccccc2Br)o1)C(=O)c1cc(Cl)nc2ccccc12,-11%,?,1.0,-5%,8%,12%,i,-17%,-4%
CCCCOC(=O)c1[nH]c(C)c(C(=O)OC)c1C,?,19%,0.7,2%,2%,3.9%,i,0%,-5%
CCOC(=O)N1CCN(C(=O)CS(=O)Cc2nc(-c3ccc(OC)c(OC)c3)oc2C)CC1 (stereo not given),-6%,-7%,-3.9,-1%,11%,2.7%,i,2%,-1%
C[C@H](CO)N1C[C@H](C)[C@@H](CN(C)S(=O)(=O)c2ccc(Cl)cc2)Oc2ccc(NS(=O)(=O)c3ccccc3)cc2CC1=O,4.5µM*,-9%,0.0,-5%,-14%,3.1%,i,-23%,2%
CCOc1ccc(S(=O)(=O)NCC2CCCO2)c2cccnc12 (stereo not given),1%,-7%,-0.9,1%,-7%,0.2%,i,-1%,-13%
NCc1oc(-c2ccccc2)cc1C(=O)O,1%,14%,-0.1,-3%,6%,2.1%,i,6%,-6%
N#CCC(=O)N/N=C/c1cc(-c2ccccc2)n(-c2ccc(Cl)cc2)c1-c1ccccc1,?,?,-6.9,1%,11%,-0.2%,i,-1%,-19%
CCCOC(=O)c1c(-c2ccccc2)nc(CC)c(C(=O)SCC)c1CCC,2%,-12%,-0.2,1%,8%,-1.3%,i,-18%,0%
N#Cc1ccc2[nH]cc(CCO)c2c1,-41%,-4%,0.1,0%,7%,0.6%,i,-1%,-5%
Cc1ccc(N(Cc2ccc(C(=O)NN=C3CCN(C)CC3)cc2)S(C)(=O)=O)cc1C,13%,5%,-2.4,2%,-2%,0.5%,i,1%,14%
CNC(=S)N(CCc1c(C)[nH]c2ccc(F)cc12)Cc1ccco1,-30%,-3%,1.8,0%,14%,3.2%,i,-12%,-3%
OC[C@H]1O[C@@H](c2nc3ccc(-c4nc(-c5cccs5)no4)cc3[nH]2)C[C@@H]1O,6%,/,-1.1,/,2%,5.5%[9.22 µM],i,-1%,/
Cc1cccn2c(=O)c3cc(C#N)c(=O)n(-c4nnc(SCc5ccc(F)cc5)s4)c3nc12,-10%,?,/,/,/,1.9%,/,/,6%
O=C(c1cc(-c2cccc(Cl)c2)on1)N1CCCCCC1,-35%,?,-1.0,-1%,15%,3.7%,i,-12%,12%
Cc1ccc(NC(=O)C(=O)NCCN2CCN(S(=O)(=O)c3ccccc3)CC2)cc1C,0%,-6%,-1.0,1%,-1%,-0.3%,i,-15%,-1%
CCOC(=O)c1cc2c(=O)n3ccccc3nc2n(CC(C)C)c1=NC(=O)C(C)(C)Oc1ccc(Cl)cc1,4%,-11%[9.27 µM],/,/,/,-0.9%,/,/,2%
O=c1[nH]c2ccc(Cl)cc2[nH]1,-2%,-4%,-1.8,/,7%,2.1%,i,1%,-1%
CCC/C(=C1/c2ccccc2C(=O)N1c1ccccc1)c1ccc2[nH]ccc2c1,11µM*,-23%,1.0,-6%,11%,5.8%,i,?,-5%
CC1CCCC(NC(=O)C2CCCN2S(=O)(=O)c2cccc3nsnc23)C1C (stereo not given),10%,-3%,0.6,1%,1%,-0.9%,i,23%,1%
NC(=O)[C@H]1CC2(CC(c3cccc(NC(=O)COc4ccc(Cl)cc4)c3)=NO2)CN1C(=O)c1ccccc1C(=O)c1ccccc1 (stereo not given in full),?,?,-3.4,-9%,-6%,3.6%,i,-15%,-16%
O=C(NCCCn1ccnc1)c1cccc(S(=O)(=O)N2CCCCCC2)c1,1%,?,-1.7,1%,7%,-0.6%,i,-4%,-3%
CCCCOc1ccc(C(=O)Nc2ccc(N3CCN(C(=O)C(C)C)CC3)cc2)cc1,-5%,?,-0.6,-3%,-17%,0.1%,i,-2%,0%
CS(=O)(=O)N(Cc1ccc(C(=O)NCCSc2ccccn2)cc1)c1ccccc1,-4%,8%,-0.9,0%,7%,4.3%,i,1%,-8%
Cc1ccc(Cl)cc1NC(=O)N[C@@H](C)C(=O)O,0%,-1%,-0.2,-3%,-1%,-0.5%,i,4%,0%
COc1cccc(OC)c1NC(=O)CN1CCC(NC(=O)c2cccc(F)c2)CC1,5%,-5%,-5.7,-2%,4%,-0.9%,i,4%,3%
O=C1CCc2cc(S(=O)(=O)NC(Cc3ccccc3)C(=O)NCCC3=CCCCC3)ccc2N1 (stereo not given),?,3%,-2.2,1%,6%,-0.2%,i,2%,-7%
COc1ccc(CNC(=O)COC(=O)c2c(-c3c(F)cccc3Cl)noc2C)cc1OC,6%,/,0.2,0%,11%,0.1%,i,-2%,2%
COc1ccc(OCC(=O)NNC(=O)c2cccc(O)c2)cc1,-1%,12%,-1.6,2%,-1%,0.0%,i,-10%,1%
Cc1cc(=O)[nH]c(-n2[nH]c3c(c2=O)CCCC3)n1,22%,-7%,-2.2,1%,2%,-0.4%,i,17%,-2%
CC(=O)Nc1cc(S(=O)(=O)Nc2ccc(C)cc2)c(C)cc1C,5%,/,1.4,-1%,-2%,-0.3%,i,8%,1%
Cc1cc(N2CCN(c3ccccc3)CC2)n2cc(-c3ccccc3)nc2n1,?,-24%,-1.9,1%,1%,2.6%,i,-12%,-3%
CCOC(=O)N1C(=O)NC(=O)C1c1ccccc1 (stereo not given),2%,-5%,-3.4,/,3%,-0.3%,i,-2%,0%
COc1ccc(Nc2n[nH]c(C)c2[N+](=O)[O-])cc1,-6%,17%,-0.9,1%,-1%,2.1%,i,5%,-14%
COc1ccc(C(=O)O)cc1S(=O)(=O)N1CCSCC1,-18%,-9%,-1.0,-2%,2%,-0.8%,i,3%,-15%
Cc1ccc(S(=O)(=O)Nc2ccc3c(c2)c2c(n3S(=O)(=O)c3ccc(C)cc3)CCCC2=O)cc1,-1%,?,-0.2,1%,-2%,0.3%,i,2%,?
Cc1ccc([N+](=O)[O-])cc1S(=O)(=O)N1CCN(C)CC1,2%,-15%,-8.2,0%,5%,0.3%,i,-3%,-3%
CC(C)(C)OC(=O)N1CCC(c2c(C(=O)NCCN3CCOCC3)cnn2-c2ccccc2)CC1,1%,?,/,/,/,0.1%,/,/,-4%
COc1ccccc1-c1nnc(SC(C)C(=O)N2CCOCC2)o1 (stereo not given),-6%,22%,0.5,0%,6%,4.1%,i,4%,1%
CC(=O)NC(c1cccc(F)c1)c1nc(-c2cccc(C(=O)O)c2)cs1 (stereo not given),-15%,/,1.6,/,2%,-0.2%,i,1%,/
COCCC1CCCCN1C(=O)c1ccc(OC)c(OC2CCN(C(C)=O)CC2)c1 (stereo not given),1%,7%,-2.2,/,-2%,-0.2%,i,10%,-6%
CCc1nc2c(OCC(=O)C(C)(C)C)cccn2c1N(C=O)CC(=O)N(C)C,-7%,/,1.9,/,8%,-0.9%,i,6%,/
CN(CC(=O)NCc1ccccc1Cl)S(=O)(=O)c1ccc2c(c1)c(=O)n(C)c(=O)n2C,-5%,14%,/,/,/,0.4%,/,/,-1%
COC(=O)CCCCCC(CCC(=O)OC)NC(C)=O (stereo not given),22%,4%,0.7,-5%,4%,-0.1%,i,13%[57.1 µM],1%
Cc1ccc(S(=O)(=O)NCC(=O)OCC(=O)Nc2ccc3c(c2)OCCO3)cc1,9%,0%,-3.2,-1%,4%,-1.1%,i,-6%,0%
COc1ccc(S(=O)(=O)Nc2cccc3c2O[C@@H](CN(C)CC2CC2)[C@@H](C)CN([C@@H](C)CO)C3=O)cc1,25%,9%,0.6,-3%,-7%,-0.9%,i,6%,3%
O=C(CC[C@H]1O[C@@H](n2ccc(=O)[nH]c2=O)[C@H](O)[C@@H]1O)N[C@H](Cc1ccccc1)C(=O)NCC1CCCO1 (stereo not given in full),-10%,/,2.3,/,8%,-1.8%,i,12%,/
Cc1ccc(C(CC(=O)O)Nc2nc(N3CCOCC3)nc(N3CCOCC3)n2)cc1 (stereo not given),-3%,1%,1.6,-3%,-7%,-0.4%,i,-7%,-1%
CCCNC(=O)c1cc(Cl)c(NC(=O)C2=C(C)OCCS2)cc1OC,-2%,-26%,-3.1,-1%,8%,-0.1%,i,-2%,2%
O=C(Cc1ccccc1)Nc1c(C(=O)Nc2ccccc2F)oc2ccccc12,10%,7%,/,/,/,-1.3%,/,/,4%
CN(C)CCCNC(=O)c1cc(S(=O)(=O)N2CCOCC2)ccc1F,-7%,8%,-0.7,1%,2%,-0.2%,i,5%,3%

# Record cards, from the list above.
# CC(=O)NC(c1cccc(F)c1)c1nc(-c2cccc(C(=O)O)c2)cs1 (stereo not given) is listed as TGFb inhibitor = -15%; Nrf2 inh = /; CCT modulator = 1.6; MmCpn inh = /; EPAC2 ag = 2%; Nrf2 ARE act = -0.2%; pAkt inh = i; EPAC2 antagonist = 1%; A549 viability = /
# COCCC1CCCCN1C(=O)c1ccc(OC)c(OC2CCN(C(C)=O)CC2)c1 (stereo not given) is listed as TGFb inhibitor = 1%; Nrf2 inh = 7%; CCT modulator = -2.2; MmCpn inh = /; EPAC2 ag = -2%; Nrf2 ARE act = -0.2%; pAkt inh = i; EPAC2 antagonist = 10%; A549 viability = -6%

# Screening results as filed in PubChem BioAssay.
